# RPL19A-GFP yeast: RPL19A-GFP expression modulators in yeast, primary screen, cell-based, S. cerevisiae, multiplex flow cytometry, MLPCN | S. cerevisiae RPL19A-GFP strain, 3 h; hits give low values | percent response vs DMSO, % at 10 µM | hit rate 0.3% among 330,000 | AID 2025, 2009;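 active = percent response vs DMSO below 50%; inconclusive = fewer than 70 events counted for the yeast strain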;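 also: median channel GFP fluorescence of the barcoded RPL19A-GFP strain; ratio of sample median GFP to plate DMSO average so 100% = DMSO; lower means less RPL19A-GFP as with rapamycin TOR inhibition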
# Yeast superoxide: reduction of superoxide in aged yeast, primary screen, HTS; S. cerevisiae aged cells, superoxide DHE fluorescence; hits give low values; superoxide response (% of plate mean), % at 10 µM; hit rate 0.18% among 330,000; AID 2690, 2010;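 active = superoxide response under a set limit, about three screen SD below normal, cut at about 65% in these data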;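 also: yeast aged for seven days with compound at 30 °C before DHE staining; 100% = average MFI of all compound-treated wells on the plate with controls excluded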
# AHR activator: AHR activators, primary screen, cell-based, luminescence, luciferase reporter, human; Aryl hydrocarbon receptor (Homo sapiens), P35869; AHR-responsive luciferase reporter cells; activation, % at 5 µM; hit rate 2.5% among 320,000; AID 2796, 2010; in the data active = activation above about 47%;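 also: 0% = vehicle wells and 100% = reference agonist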
# procasp3 activ: activators of human procaspase-3 D3A mutant, primary screen, biochemical, absorbance, PC-3 D3A mutant, single concentration; Caspase-3 (Homo sapiens), P42574; recombinant procaspase-3 D3A, Ac-DEVD-pNA absorbance 405 nm; activation, % at 8.5 µM; hit rate 0.11% among 330,000; AID 463141, 2010;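 active = activation above the mean of all tested compounds plus 3 SD, cut at about 21% in these data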;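 also: 0% = DMSO alone and 100% = DMSO wells spiked with extra 5 µM PC-3 D3A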
# Target sequence (P42574 whole entry D9A/D28A/D175A): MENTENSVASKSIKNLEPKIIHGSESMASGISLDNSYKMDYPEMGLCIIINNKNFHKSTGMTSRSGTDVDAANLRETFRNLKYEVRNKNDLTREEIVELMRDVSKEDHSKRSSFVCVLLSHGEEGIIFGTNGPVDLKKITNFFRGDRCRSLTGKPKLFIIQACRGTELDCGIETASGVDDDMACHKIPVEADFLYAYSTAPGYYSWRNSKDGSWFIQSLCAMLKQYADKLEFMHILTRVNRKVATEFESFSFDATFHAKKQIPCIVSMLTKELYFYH
#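 Assay system – Procaspase-3 D3A mutant · Benchmarks – DMSO low control, extra-enzyme high control · Technique – 405 nm absorbance of p-nitroaniline, reads at 0 and 120 min · Doses – 8.5 µM nominal · Measure – % activation between DMSO and enzyme-spiked controls · Also added – Ac-DEVD-pNA chromogenic peptide substrate · Schedule – 1 h compound preincubation, 2 h substrate hydrolysis at 25 °C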
# procasp7 counter: procaspase-7 activators, primary screen, counter-screen for procaspase-3 activator project, biochemical, absorbance, HTS, human. recombinant procaspase-7, Ac-DEVD-pNA absorbance 405 nm; D23A/D198A/D206A triple mutant, cannot self-cleave; scale: DMSO 0, 5 µM enzyme 100. hit rate 0.093% among 330,000. Caspase-7 (Homo sapiens), P55210. activation, % at 8.5 µM. AID 463210, 2010;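 active = percent activation above the screen-wide mean plus 3 SD, cut at about 25% in these data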
# Target sequence (P55210 whole entry D23A/D198A/D206A): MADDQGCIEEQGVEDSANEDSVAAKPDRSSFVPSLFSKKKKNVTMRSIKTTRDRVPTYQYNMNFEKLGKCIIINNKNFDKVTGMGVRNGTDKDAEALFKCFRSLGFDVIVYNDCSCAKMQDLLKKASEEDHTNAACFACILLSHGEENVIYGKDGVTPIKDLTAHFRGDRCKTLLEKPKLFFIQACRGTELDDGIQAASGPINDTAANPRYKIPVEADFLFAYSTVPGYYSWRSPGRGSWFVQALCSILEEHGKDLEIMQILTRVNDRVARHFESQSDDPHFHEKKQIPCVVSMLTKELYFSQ
#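 Replicates: singlicate. Assay system: Procaspase-7 triple mutant (PC-7 D3A). Signal: 405 nm absorbance of p-nitroaniline. Times: 1 h preincubation, 2 h reaction. Buffer or medium: Zinc-free HEPES pH 7.4 with 300 mM NaCl, 0.01% Triton X-100. Also added: DEVD-pNA substrate. Benchmarks: DMSO wells as 0%, DMSO with 5 µM added PC-7 as 100%.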
# JMJD2C inh: inhibitors of GASC-1 histone demethylase, primary screen, biochemical, fluorescence, DELFIA europium | GST-JMJD2C(1-420) H3K9me3 demethylation | Lysine-specific demethylase 4C (Homo sapiens), Q9H3R0 | AID 2099, 2009 | inhibition, % at 2.35 µM | hit rate 0.069% among 330,000;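 active = more than half of a compound's replicate wells show inhibition beyond 50%, single wells judged on their own value; inconclusive = some, but no more than half, of replicates pass 50% inhibition; inactive = no replicate passes 50% inhibition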;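 also: signal counts dimethyl H3K9 product captured on neutravidin plate; 0% = median of DMSO wells and 100% = 0.3 times that DMSO median; strong numbers were not always called active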
# Target sequence (Q9H3R0 1-420 limits assumed): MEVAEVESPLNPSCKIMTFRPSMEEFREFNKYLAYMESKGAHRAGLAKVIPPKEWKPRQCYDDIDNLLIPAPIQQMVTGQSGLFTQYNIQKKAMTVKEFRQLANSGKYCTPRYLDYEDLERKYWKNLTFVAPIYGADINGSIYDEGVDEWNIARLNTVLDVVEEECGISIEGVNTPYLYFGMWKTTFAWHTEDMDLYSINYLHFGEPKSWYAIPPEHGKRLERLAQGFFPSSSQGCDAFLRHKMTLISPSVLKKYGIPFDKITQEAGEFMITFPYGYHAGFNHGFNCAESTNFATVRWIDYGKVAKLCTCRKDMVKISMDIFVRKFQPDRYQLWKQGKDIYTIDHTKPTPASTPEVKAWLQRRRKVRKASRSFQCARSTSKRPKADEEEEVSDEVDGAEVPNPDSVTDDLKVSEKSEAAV
# LAP4 TOR yeast: modulators of LAP4-GFP expression in yeast, primary screen, S. cerevisiae, multiplex flow cytometry, MLPCN library; 3 h; median GFP as percent of DMSO wells; GFP response vs DMSO, % at 10 µM; hit rate 0.34% among 320,000;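 active = GFP response vs DMSO above a set limit, about the screen mean plus 3 SD, cut at about 150% in these data; inconclusive = under 70 cell events counted for the yeast strain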
# MEP2-GFP yeast: modulators of MEP2-GFP levels in yeast, primary screen, S. cerevisiae, multiplex flow cytometry, MLPCN library; hit rate 0.51% among 330,000; S. cerevisiae MEP2-GFP strain, 3 h; 100% = DMSO control level; AID 2016, 2009; GFP response vs DMSO, % at 10 µM;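 active = GFP response versus DMSO above a set limit, roughly screen mean plus 3 SD, cut at about 180% in these data; inconclusive = fewer than 70 cells counted for a yeast strain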;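 also: median GFP fluorescence of the barcode-gated MEP2-GFP cells per well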
# Numbers without * were called inactive; u = inconclusive; x = no result given; & = joins results of further samples; [ ] = dose if it differs, or a comment.
SMILES,RPL19A-GFP yeast,Yeast superoxide,AHR activator,procasp3 activ,procasp7 counter,JMJD2C inh,LAP4 TOR yeast,MEP2-GFP yeast
C#CCOCCOCCOCCNc1nc(N2CCN(C(=O)CCCCCCCCCCNC(=O)Cn3cc(CCCCCN)nn3)CC2)nc(N2CCN(C(=O)CCCCCCCCCCNC(=O)Cn3cc(CCCCCN)nn3)CC2)n1,84.7,104.5,-2.1,-3.0,-1.7,x,152.2*,85.5
O=C(C[C@H]1C/C=C\C[C@@H](Cc2ccc(F)cc2)C(=O)OC[C@@H](Cc2c[nH]c3ccccc23)NC1=O)NCCO,96.7,84.4,1.5,5.5,7.6,x,114.8,94.1
CN(CC(=O)Nc1ccccc1Cl)C(=O)COC(=O)/C=C/c1ccccc1,97.8,102.8,0.0,5.8,1.6,4.6,104.4,94.8
c1ccc2occc2c1,102.9,97.8,-0.3,-2.0,8.4,x,96.1,98.4
O=[N+]([O-])c1cc(CN2CCN(c3cccc(C(F)(F)F)c3)CC2)c2cccnc2c1O,88.3,121.1,1.4,-6.7,0.6,-6.8,213.6*,115.8
O=C(Nc1ccc(-n2cnnn2)cc1)C(c1ccccc1)c1ccccc1,98.1,114.5,1.3,-1.3,8.2,1.3,97.5,95.4
Cc1cc(C)c(NC(=S)N(C)C)cc1C,92.7,79.0,-0.4,-4.8,-0.6,-0.6,104.2,107.0
CC1CC(=O)c2cnc(Nc3ccccc3)nc2C1 (stereo not given),89.3,79.5,17.3,-5.5,-0.9,33.4,101.3,97.3
O=C(NCc1ccco1)c1ccc(=O)[nH]n1,96.5,113.5,3.3,-9.2,-18.2,3.4,93.6,98.9
Fc1ccc(-c2n[nH]c(=S)c3ccccc23)cc1,92.6,111.2,0.4,-5.0,-23.4,0.5,111.7,111.4
CCCC(=O)Nc1sc(C)c(-c2ccc(C(C)CC)cc2)c1C#N (stereo not given),105.6,101.6,7.1,3.7,4.3,-1.7,110.1,110.7
CN(C)C(=O)NC(Nc1cccc([N+](=O)[O-])c1)C(Cl)(Cl)Cl (stereo not given),105.7,99.4,-2.0,-8.7,-11.1,-4.3,98.4,108.0
CC(=O)Nc1ccc(NC(=O)c2nc(S(=O)(=O)Cc3ccccc3)ncc2Cl)cc1,97.0,116.1,1.2,-4.4,-7.9,-9.1,90.7,97.3
Clc1ccc(CCNc2nc3ccccc3s2)cc1,91.3,99.3,-7.4,-3.6,-1.6,7.7,112.0,95.8
COc1ccccc1NS(=O)(=O)c1cccs1,101.6,108.9,-0.7,-5.1,-4.7,-5.1,98.4,100.3
S=c1nc(-c2ccccc2)n(-c2ccccc2)[nH]1,110.8,100.5,1.8,-2.9,-17.3,4.4,112.9,130.4
CCc1ccc(C(CNC(=O)c2ccc3c(=O)n(-c4ccccc4F)c(=S)[nH]c3c2)N(C)C)cc1 (stereo not given),95.9,92.4,-1.3,2.2,-0.4,-5.8,94.3,92.1
O=C(CN1CCN(c2ncccn2)CC1)Nc1ccccc1-n1cccc1,99.1,93.5,3.2,-3.0,10.1,31.8,94.9,100.0
O=C(Cn1c(=O)oc2ccccc21)N1CCOCC1,100.5,88.1,0.0,-13.9,-1.7,-0.9,93.5,93.2
O=C1NCCCCC1NS(=O)(=O)c1ccccc1 (stereo not given),93.4,96.4,0.6,-5.4,-3.8,-15.6,104.5,100.6
O=C(COc1ccc(Br)cc1Cl)Nn1cnnc1,94.5,98.6,0.7,1.2,-2.5,5.8,97.0,96.0
O=C1CCC/C1=c1\s/c(=C\c2cccnc2)c(=O)n1-c1ccccc1,93.0,95.3,-5.5,4.1,4.9,0.2,90.8,97.7
CCSC1=C(C#N)C(c2ccc(Cl)cc2)C2=C(CCCC2=O)N1 (stereo not given),97.8,101.0,-5.6,5.6,5.0,-0.2,88.0,103.3
O=C(c1cccc([N+](=O)[O-])c1)c1ccc2c(c1)OCCOCCOCCOCCO2,107.9,123.9,1.2,-5.1,-1.9,-6.4,110.8,106.5
Cc1ccc(S(=O)(=O)N(C)Cc2ccc(C(=O)N/N=C/c3ccc(OC(F)F)cc3)cc2)cc1,103.2,93.9,9.4,-2.3,-2.8,-5.0,108.5,118.9
COc1ccc(CCNC(=O)c2cnn3ccccc23)c(OC)c1OC,99.1,89.4,-3.7,11.5,2.6,-0.2,101.0,102.0
COc1ccc(CNCc2cc(Cl)ccc2O)cc1,94.2,99.3,0.7,-3.2,-5.3,-6.0,93.7,100.5
Cc1cc2ccccc2n1CCNC(=O)c1ccc(Br)o1,96.5,122.9,24.8,-18.1,-27.9,-24.9,110.8,100.3
Nn1cc(-c2ccccc2)nc1SCC(=O)N1CCN(S(=O)(=O)c2ccc(Cl)cc2)CC1,102.7,106.5,1.4,5.7,-2.8,7.1&-0.4,106.0,107.7
COC(=O)c1[nH]c2cccc(Cl)c2c1NC(=O)CN1CCN(CCO)CC1,109.1,68.2,4.4,0.0,-5.2,-30.8,101.7,104.0
O=C(NCCO)c1cc2c(s1)CCC2,97.7,88.2,-0.5,4.8,0.1,-0.1,102.7,103.3
O=C(CCCN=C1NS(=O)(=O)c2ccccc21)OCC(=O)c1ccc(F)cc1,99.0,114.6,-0.2,-2.6,6.2,-1.0,103.7,104.4
COc1cccc(C(=O)NCC(=O)N/N=C/c2cn[nH]c2-c2ccccc2)c1,94.6,92.6,19.0,2.5,12.7,-7.1,90.1,99.0
NNc1nc(N)c2c(n1)-c1ccccc1CC21CCCC1,105.1,101.8,16.3,2.5,4.8,0.3,97.7,101.5
CC(=O)c1ccc(Sc2nnnn2-c2ccccc2)c([N+](=O)[O-])c1,97.2,100.7,4.7,-7.2,2.8,5.4,95.2,87.0
O=C(CS(=O)CC(=O)NC12CC3CC(CC(C3)C1)C2)Nc1ccc(F)cc1 (stereo not given),95.8,102.0,-0.3,7.3,5.4,-8.6,95.5,102.3
COc1ccccc1C1C2=C(N=C3SCC(=O)N31)c1ccccc1CC2 (stereo not given),105.2,93.4,2.3,11.9,-1.3,5.1,111.1,102.0
C=CCNC(=O)c1c(-c2c(F)cccc2Cl)noc1C,97.1,90.9,2.3,-4.4,5.6,-4.3,104.2,94.7
Cn1c(=O)c(=O)n(C)c2cc(N3CCCC3)c(NS(=O)(=O)c3ccc(Cl)cc3)cc21,95.7,90.8,1.4,-1.9,-3.1,15.5,99.9,102.8
C=CCNCC(=O)NN=C(c1ccccc1)c1ccccc1,100.5,97.9,5.9,-1.3,16.7,3.7,100.5,106.6
CCOC(=O)c1cccc(NC(=O)CN(C)S(=O)(=O)c2cnc[nH]2)c1,97.2,79.1,3.7,-7.6,-0.7,2.5,91.7,90.7
O=C(NC1CC2CCC(C1)N2Cc1ccccc1)c1cccc(F)c1 (stereo not given),97.1,99.2,0.9,7.4,-0.9,-4.0,93.1,97.7
N=c1c(C(=O)NC2CCCC2)cc2c(=O)n3ccccc3nc2n1CCN1CCOCC1,37.0*[may fluoresce violet],102.1,12.8,-14.4,-6.9,1.5&17.0,79.5[may fluoresce violet],216.1*[may fluoresce violet]
Nc1c(S(=O)(=O)c2cccc(Cl)c2)c2nc3ccccc3nc2n1/N=C/c1ccc(O)c(O)c1,97.5,110.7,-14.2,3.2,6.0,-25.8,99.5,104.1
Cc1nc2cc(C(=O)O)ccc2n1-c1ccccc1,100.6,78.5,1.3,-5.3,11.0,2.5,93.7,94.9
Cc1nn(C)cc1CNC(=O)Nc1ccc(Cl)c(Cl)c1,97.7,104.7,21.3,1.4,-4.0,28.8,80.0,87.2
COc1ccc(NC(=O)NN2CCN(C)CC2)c(OC)c1,102.0,102.8,-0.6,-6.7,3.3,-2.6,95.7,101.8
Fc1ccc(-c2nc(-c3cccs3)[nH]c2-c2ccc(F)cc2)cc1,94.7,118.8,0.3,2.5,-0.9,-8.1,91.5,94.2
O=C(COC(=O)c1cc([N+](=O)[O-])ccc1N1CCOCC1)Nc1cccc(F)c1,95.4,98.9,-0.7,-5.5,-9.8,0.7,95.8,94.6
COc1ccccc1N=C1NC(=O)/C(=C/c2ccc(N(C)C)cc2)S1,103.8,100.2,65.4*,-52.1,-21.2,40.4,84.5,105.2
# Next compounds
SMILES,RPL19A-GFP yeast,Yeast superoxide,AHR activator,procasp3 activ,procasp7 counter,JMJD2C inh,LAP4 TOR yeast,MEP2-GFP yeast
Cc1ccc(C(=O)O)cc1NC(=S)NC(=O)C(c1ccccc1)c1ccccc1,100.3,94.6,4.8,-1.0,-10.2,17.9,100.4,99.4
CC(C)OCCCn1c(=O)c2ccccc2n2c(CCC(=O)NC3CCN(Cc4ccccc4)CC3)nnc12,105.5,94.8,-5.0,4.2,-8.0,2.9,97.6,112.3
COC(=O)c1ccccc1-c1ccc(/C=N/NC(N)=O)o1,105.7,95.0,2.2,9.3,5.8,10.0,119.3,110.7
CC(=O)Nc1cccc(C)c1,96.8,91.7,0.1,-4.2,6.2,9.2,110.9,94.7
CC1CCCN(C(=O)Cn2nnc(-c3cccnc3)n2)C1 (stereo not given),100.1,94.7,-1.1,6.9,12.6,-8.7,97.5,101.4
CC(C)OC(=O)Nc1ccc2c(c1)N(C(=O)CCN(C)C)c1ccccc1CC2,98.5,107.6,6.1,11.3,-0.6,u,98.0,102.2
CC(C)CN1CCN(Cc2cnc(-c3ccc(Cl)cc3)nc2)CC1CCO (stereo not given),62.0,98.2,6.8,-0.6,9.1,-0.9,96.5,152.3
COCCn1c(SC(C(=O)Nc2cc(C)ccc2OC)c2ccccc2)nnc1-c1ccc(Cl)cc1 (stereo not given),97.6,83.0,8.2,-7.1,-7.7,0.3,103.6,98.5
N#CCCN(Cc1ccccc1)C(=O)c1nccnc1C(=O)O,97.6,103.2,-0.4,1.7,1.9,-2.2,121.8,107.7
CCOc1ccccc1NC(=O)C(OC(=O)c1cnccn1)c1ccccc1 (stereo not given),90.1,94.5,9.1,0.9,7.4,-0.5,89.7,95.7
O=C(O)c1ccc2c(c1)[C@@H]1C=CC[C@@H]1[C@H](c1ccccn1)N2,102.6,100.3,-0.5,1.4,-3.5,-17.6,105.3,104.4
O=C(COc1ccccc1O)Nc1ccccc1Cl,92.6,89.4,-3.7,-2.8,7.5,22.4,86.5,90.1
O=C(CN1CCN(c2ncccn2)CC1)N1CCCC1,94.7,99.6,3.5,3.1,1.1,-2.9,100.4,106.7

# Assay outcomes: PubChem BioAssay, several laboratories
